Compound activity from PubChem BioAssay.
Tb PYK inh: qHTS of Trypanosoma Brucei Inhibitors; TbPYK enzyme, Kinase-Glo Plus ATP luminescence, 45 min; Potency, µM (doses to about 76.8 µM), without a hit: top-dose activity, negative = inhibition, most hits filed as inhibitors; 410,000 tested, 0.12% active; also: nearly all actives have a fitted effect of over 50% in size
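Luminescence from Kinase-Glo Plus, added after a 45-minute room-temperature reaction, served as the end-point read-out. The enzyme and substrate were preincubated with compound before ADP (130 uM final) initiated turnover. Concentration-effect curves came from normalized qHTS data.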
Sm TGR inh: qHTS Assay for the Inhibitors of Schistosoma Mansoni Peroxiredoxins | AID 485364, 2010 | Potency, µM (series often up to 114 µM), inactives show at the highest dose activity change, negative = inhibition, hits mostly inhibitors | 360,000 tested, 3% active | purified TGR, DTNB reduction, TNB absorbance 405 nm; also: nearly all actives have a fitted effect of over 60% in size
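First, TGR (20 nM dispensed) and NADPH were mixed with compound. Second, a 15 min room-temperature incubation followed. Third, further NADPH and then DTNB were added to start the reaction. Finally, TNB absorbance was monitored kinetically.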
An asterisk follows results filed as active; ? = inconclusive; [ ] = dose if it differs, or a comment. Calls follow the shape of the dose curve; as a rule, active = well fitted curve in the direction sought with a large enough effect; inconclusive = small, poorly fitted or top-dose-only effect, or another doubt; inactive = no such curve, though single readings can be large; an effect the other way counts as inactive or inconclusive. % is scaled to controls: 0 for no effect and ±100 for the full control effect; potency is read from the fitted curve at half-maximal effect. Not all compounds are listed (hit frequency here may not be typical).

Order of values: Tb PYK inh | Sm TGR inh
1. CCOC(=O)c1c(C)oc2nc(C)nc(NCc3ccc(F)cc3)c12
→ -8% | 1%
2. CC(C)c1ccc(OCC(=O)Nc2cc(-c3nc4ncccc4o3)ccc2Cl)cc1
→ -3% | -7%
3. CCN(C(=O)C(Cc1ccccc1)NS(=O)(=O)c1cccc2nsnc12)c1ccccc1 (stereo unspecified)
→ 2% | -4%
4. Cc1cc(N2CCC(C(=O)Nc3ccc(F)cc3F)CC2)n2nc(C)c(-c3ccc(Cl)cc3)c2n1
→ -7% | -5%
5. Cn1nccc1C(=O)NCc1ccc2c(c1)CCN2C(=O)c1ccccc1
→ -4% | -6%
6. CCOc1ccccc1NC(=O)CN1c2ccccc2S(=O)(=O)c2ccccc21
→ 4% | 1%
7. CC(=O)Nc1ccc(C(=O)CSc2nnc(-c3ccccc3)n2-c2ccccc2)cc1
→ -7% | -1%
8. CCc1ccc(NC(=O)Cn2nc3c4ccccc4n(Cc4ccccc4)cc-3c2=O)cc1
→ 4% | 5%
9. COc1cc2c(cc1OC)n(CC(=O)Nc1ccc(C)cc1C)c(=O)n1nc(-c3ccccc3)nc21
→ 1% | 17%
10. CCSc1ncc(Cl)c(C(=O)Nc2sc3c(c2C(=O)NCCCOC)CCCC3)n1
→ 2% | 4%
11. COC(=O)c1ccccc1NC(=O)N1CCC(N2CCN(Cc3ccc(F)cc3)C(=O)C2=O)CC1
→ -2% | -5%
12. Cc1ccc(-n2c(=O)c3cccnc3n2CC(=O)Nc2cc(Cl)ccc2C)cc1
→ -11% | 1%
13. COC(=O)c1ccc(NC(=O)n2ncc3c(C)cccc32)cc1
→ 5% | 4%
14. Cc1ccc(CCNC(=O)c2ccc(CSc3nc4ccncc4n3Cc3ccc(F)cc3)cc2)cc1
→ 4% | 1%
15. CCc1ccc(NC(=O)CSc2nc(-c3cccc(OC)c3)nc3c2Cc2c(CO)cnc(C)c2O3)cc1
→ -2% | ?
16. COc1cc2c(cc1NC(=O)COc1ccc(Br)cc1)oc1ccccc12
→ 10% | -3%
17. Cc1nnc(NCc2ccccc2)c2c1nnn2Cc1ccccc1Cl
→ 4% | -3%
18. Cc1nn(-c2ccccc2)c(-n2cccc2)c1C(=O)N1CCN(c2ccccc2)CC1
→ 0% | 3%
19. CCc1ccc(NC(=O)CSc2nc3c(c(=O)[nH]2)CN(Cc2ccc4c(c2)OCO4)CC3)cc1
→ 1% | 0%
20. Cc1ccc(OCC(=O)Nc2ccc(S(=O)(=O)Nc3ncccn3)cc2)c(C(C)(C)C)c1
→ -4% | 0%

Reprinted from the part before: 2 compounds, followed by the next part.
Order of values: Tb PYK inh | Sm TGR inh
19. CCc1ccc(NC(=O)CSc2nc3c(c(=O)[nH]2)CN(Cc2ccc4c(c2)OCO4)CC3)cc1
→ 1% | 0%
20. Cc1ccc(OCC(=O)Nc2ccc(S(=O)(=O)Nc3ncccn3)cc2)c(C(C)(C)C)c1
→ -4% | 0%
21. CCc1ccc(CNC(=O)c2ccc3c(c2)nc2n3CCC(C)C2)cc1 (stereo unspecified)
→ 0% | -4%
22. COc1cccc(NC(=O)CCc2nnc3n(CC(C)C)c(=O)c4ccccc4n23)c1
→ 4% | 4%
23. COc1ccc(Cn2cc(C(=O)c3ccc(C)c(C)c3)c(=O)c3ccccc32)cc1
→ 2% | 10%
24. O=C(NC1CC(=O)N(c2cccc(F)c2)C1)c1ccc(S(=O)(=O)N2CCOCC2)cc1 (stereo unspecified)
→ -2% | 2%
25. Cc1cccc(-c2nc(SCCCOc3cc(C)c(Cl)c(C)c3)n3[nH]c(=O)cc3n2)c1
→ 2% | 12%
26. O=C(CCS(=O)(=O)c1ccc(Br)s1)Nc1cc(C(F)(F)F)cc(C(F)(F)F)c1
→ -5% | -10%
27. Cc1cccc(-c2nc(CCNC(=O)c3ccccc3Br)cs2)c1
→ 5% | 5%
28. Cc1cccc(C(=O)Nc2cccc(C(=O)OCc3cc(=O)n4c5c(sc4n3)CCCC5)c2)c1
→ 2% | 10%
29. Cc1ccc2c(=O)cc(C(=O)Nc3sc4c(c3C(=O)NCc3ccco3)CCC4)oc2c1C
→ -1% | 8%
30. CC1=C(C(N)=O)C(c2cccc(C)c2)n2nc(-c3ccc(Cl)cc3)nc2N1 (stereo unspecified)
→ 4% | 2%
31. COc1ccc(-c2ccc(=O)n(CC(=O)Nc3ccc(OC)c(OC)c3)n2)cc1
→ 7%[15.4 µM] | 7%
32. Cc1ccc(Cn2cc(S(=O)(=O)c3cccc(Cl)c3)c(=O)c3cc(F)c(N4CCOCC4)cc32)cc1
→ 1% | 0%
33. CCc1ccc(CNC(=O)c2ccc3c(c2)N=C(C)c2cc(C)ccc2S3)cc1
→ 4% | 6%
34. CCOc1ccccc1CNC(=O)C1CCN(S(=O)(=O)c2c(C)noc2/C=C/c2ccccc2F)CC1
→ 20% | 0%
35. Cc1ccc(C(=O)Nc2ccccc2)cc1S(=O)(=O)N1CCCC1
→ -5% | 5%
36. CC(=O)c1ccc(NC2=NS(=O)(=O)c3ccccc32)cc1
→ 0% | 0%
37. CCN1CCN(Cc2c(O)ccc3oc(C)c(C(=O)Nc4ccc(C)cc4C)c23)CC1
→ -6% | -1%
38. O=C(O)Cc1sc(Nc2ccccc2)nc1-c1ccccc1
→ -1% | -16%
39. CCc1ccc(N2CCn3c2nc2c3c(=O)n(Cc3ccc(F)cc3)c(=O)n2C)cc1
→ 4% | 28%
40. COc1ccc(-c2cc3ccc(O)c(CN4CCN(C)CC4)c3oc2=O)cc1OC
→ -5% | -16%
41. Cc1cccc2nc(-c3cccc(NS(=O)(=O)c4ccccc4)c3)cn12
→ -4% | -1%
42. CN(C)c1ccc(CNC(=O)CCn2c(=O)c3cccn3c3ccc(F)cc32)cc1
→ -4% | 0%
43. COc1ccc(-c2nn(C)c3sc(C(=O)Nc4cccc(F)c4)cc23)cc1OC
→ 2% | 6%
44. COc1ccc(/C=C/c2nc(C#N)c(NCCc3ccccc3)o2)cc1OC
→ -12% | 2%
45. O=S(=O)(NCCc1csc(-c2ccc(F)cc2)n1)c1ccc(F)cc1F
→ -10% | 5%
46. CCOC(=O)c1cc(-c2ccc(OC)cc2)n(CCC(=O)NC2CCC(C)CC2)c1C (stereo unspecified)
→ -3% | 4%
47. Cc1ccc(N2C(=O)C(CC(=O)Nc3ccc(F)cc3)N(Cc3ccc4c(c3)OCO4)C2=O)cc1 (stereo unspecified)
→ 1% | 3%
48. CCOC(=O)C(CC)Sc1nnc2[nH]c(=O)cc(C)n12 (stereo unspecified)
→ -8% | 12%
49. O=C(O)c1cc(-c2ccccc2)nn1Cc1ccccc1
→ 1% | 1%
50. Cc1ccc(CN2CCSc3ccc(C(=O)Nc4ccc(C)cc4)cc32)cc1
→ 0% | -8%
51. COc1ccc(Nc2cc(C(=O)NCCCN(C)Cc3ccccc3)c3ccccc3n2)cc1
→ 4% | 0%
52. Cc1c(C(=O)N2CCC(C)CC2)c(S(=O)(=O)Nc2ccc(OC(F)(F)F)cc2)c(C)n1C
→ -8% | -2%
53. COc1cccc2cc(C(=O)Nc3ccc(CC(=O)O)cc3)c(=O)oc12
→ 0% | -6%
54. COc1ccc(CCNc2ncnc3c2cnn3-c2cccc(Cl)c2)cc1
→ -3% | 7%
55. Cc1ccc2nc(NC(=O)c3nc(SCc4ccccc4C)ncc3Cl)sc2c1
→ -5% | 0%
56. COC(=O)c1cc2sc(C)cc2n1CC(=O)Nc1ccc(C)cc1Cl
→ 1% | 6%
57. COc1ccc2c(c1)-c1nc(NC(=O)c3ccc(Cl)cc3)sc1CC2
→ -29% | 5%
58. COc1ccc(C)cc1NC(=O)NCc1ccc2c(c1)CCN2C(=O)c1ccccc1
→ 1% | -4%
59. CCOc1ccc(NC(=O)N2CCC(n3c(C)nc4cccnc43)CC2)cc1
→ 3% | 0%
60. CCN(CC)CCNC(=O)c1sc2nc(C)cc(C)c2c1-n1cccc1
→ -2% | -3%

Copied from the list.
Entry for entry 43 under Tb PYK inh: 2%
Entry for entry 52 under Sm TGR inh: -2%

(more compounds)
Order of values: Tb PYK inh | Sm TGR inh
61. CCC1CCCCN1C(=O)Cn1c(=O)n(-c2ccccc2C(F)(F)F)c(=O)c2c(C)c(C(=O)N(C)C)sc21 (stereo unspecified)
→ -4% | -10%
62. CCOC(=O)c1c(C)[nH]c(C)c1S(=O)(=O)N1CCC(C(=O)NCc2ccc(C)cc2)CC1
→ -3% | 5%
63. CCC1CN(C(=O)N2CCC(C(=O)NCc3ccc(N(C)C)cc3)CC2)c2ccccc2O1 (stereo unspecified)
→ -4% | 10%
64. CCOc1ccccc1NC(=O)C(C)Sc1cc(-c2ccccc2)nc(C)n1 (stereo unspecified)
→ 7% | 2%
65. O=C(Nc1ccc(F)cc1)c1ncn(-c2ccccc2)n1
→ 4% | 5%
66. CCOC(=O)c1cccc(NC(=O)N2CC=C(c3c[nH]c4ccccc34)CC2)c1
→ 2%[15.4 µM] | -12%
67. COCCn1c(C)cc(O)c(C(c2ccc(Cl)cc2)N2CCN(c3ccccc3)CC2)c1=O (stereo unspecified)
→ -11% | 2.8µM*
68. COc1ccc2c(C)c(CCC(=O)NCCc3ccccc3OC)c(=O)oc2c1
→ 2% | 1%
69. Cc1nn(-c2ccccc2)c2c1cc1c(=O)[nH]c(=O)nc-1n2-c1cccc(C(F)(F)F)c1
→ -6% | -7%
70. CCc1cccc(NC(=O)c2ccc(NC(=O)N3CCSc4ncccc43)cc2)c1
→ -6%[15.4 µM] | 2%
71. CCCN1CCN(CCNC(=O)Nc2cc(Cl)c(OC)cc2OC)CC1
→ 3% | 2%
72. O=C(Nc1ccc(NC(=O)c2ccc(Br)cc2)c(Cl)c1)c1ccc(Br)cc1
→ 2% | -6%
73. CCc1ccc(NC(=O)CN2C(=O)C(c3ccc(C)cc3)=NC23CCCCC3)cc1
→ -4% | 2%
74. CCOC(=O)c1cccc(NC(=O)c2ccc3c(c2)nnn3CC)c1
→ 1% | 7%
75. Cc1cccc(Cn2cccc(C(=O)Nc3ccc(F)cc3F)c2=O)c1
→ -3% | 7%
76. Cc1ccc(NC(=O)c2ccc(-n3c(C)nnc3C)cc2)cc1F
→ 0% | 3%
77. Cc1ccc(-n2nnc3c(sc4nc(C)c(C)cc43)c2=O)cc1Cl
→ -7% | -2%
78. CC1CCN(c2nc3c(S(=O)(=O)c4ccc(Cl)cc4)nnn3c3ccsc23)CC1
→ 3% | 10%
79. Cc1cc(C)c(Cn2c3ccccc3c3cnn(CC(=O)NCC(C)c4ccccc4)c(=O)c32)c(C)c1 (stereo unspecified)
→ 0% | -3%
80. O=C(Cn1cc(C(=O)c2ccco2)c2ccccc21)Nc1ccccc1Cl
→ 0% | -1%

Along the list, as entered above.
Tb PYK inh for nos. 68–76 → 2%, -6%, -6%[15.4 µM], 3%, 2%, -4%, 1%, -3%, 0%
Sm TGR inh for nos. 68–76 → 1%, -7%, 2%, 2%, -6%, 2%, 7%, 7%, 3%

Continued.
Order of values: Tb PYK inh | Sm TGR inh
81. Cc1ccc(-c2noc(CNC(=O)c3ccc(Br)o3)n2)cc1
→ -4% | -1%
82. Cc1cccc2c1-c1sc(C(=O)NCc3ccccc3Cl)cc1CO2
→ -5% | 3%
83. COc1ccc(-c2nc(CNS(=O)(=O)c3ccc(Br)cc3)cs2)cc1
→ 0% | 9%
84. CC(C)c1ccc(C(=O)Nc2cccc3cccnc23)cc1
→ -6% | -3%
85. CC(=O)Nc1ccc(S(=O)(=O)N2CCC(N3CCN(Cc4ccc(C)cc4)C(=O)C3=O)CC2)cc1
→ 0% | 7%
86. O=C(NCC(c1ccco1)S(=O)(=O)c1ccc(Cl)cc1)c1ccc(C(F)(F)F)cc1 (stereo unspecified)
→ -1% | 0.89µM*
87. Cc1ccc(CNC(=O)C(C)n2c(=O)cc(-c3ccccc3)c3c(C)nn(C)c32)cc1 (stereo unspecified)
→ -2% | 3%
88. COc1ccc(OC)c(NC(=O)CCc2c(C)nc3c(c(C)nn3C(C)(C)C)c2C)c1
→ -2% | 6%
89. COc1ccccc1N1CCN(C(=O)c2cnn(-c3cccc(Cl)c3)c2C2CCN(C(=O)OC(C)(C)C)CC2)CC1
→ 1% | 2%
90. COc1ccccc1-c1nnc(C2CCN(C(=O)c3ccc(Cl)cc3)CC2)o1
→ 4% | 1%
91. COc1cccc2c1cc1c(=O)n(CC(=O)NCc3ccc(C)o3)nc(C)n12
→ -4% | 4%
92. Cc1ccc(CNc2ncnc3c2cnn3-c2ccc(C)cc2C)cc1
→ -3% | 1%
93. CCOc1ccc(C(=O)N2CC(=O)Nc3ccc(F)cc3C2c2ccc(F)cc2)cc1 (stereo unspecified)
→ 3% | 5%
94. CCc1ccc2oc(-c3ccc(NC(=O)c4ccc(OC)c(Br)c4)cc3)nc2c1
→ -1% | 9%
95. O=C(Nc1c2c(nn1-c1ccc(Cl)cc1)CS(=O)(=O)C2)c1ccc(Br)cc1
→ -5% | 4%
96. CCOc1ccc(CNC(=O)c2ccc3nc(CC)c(CC)nc3c2)cc1
→ 0% | -2%
97. CCC1CCCCN1S(=O)(=O)c1ccc2c(c1)CCCN2C(C)=O (stereo unspecified)
→ -5% | -1%
98. COc1ccccc1N1CCN(S(=O)(=O)c2c(C)nc3sccn3c2=O)CC1
→ 1% | 8%
99. CCOC(=O)c1cnn(-c2ccc(C(=O)Nc3ccc(C(C)=O)cc3)cc2)c1N
→ 1% | 7%
100. Cc1ccc(Nc2nc3ccc(C(=O)c4ccccc4)cc3n3c(C)nnc23)c(C)c1
→ -3%[15.4 µM] | 1%
